Screens deposited in PubChem by Broad Institute.
E-sel inducer: E-selectin induction on HUVECs | HUVEC E-selectin immunofluorescence imaging; normalized: neutral wells 0, TNF-alpha wells 100 | activation, % at 7.58 µM | 260,000 compounds, 0.37% hits | AID 686992;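 active = mean E-selectin-positive cell signal at least 10% of the positive control, reached in at least 60% of replicates, without over 20% cell loss; inconclusive = no rule given, readout overlaps actives, possibly toxicity-flagged; inactive = the rest, including those meeting only one limit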;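 also: in these data hits start at about 27%; measured in HUVEC primary endothelial cells; signal is the percent of cells scored E-selectin positive by PE staining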
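Material: HUVEC primary endothelial cells; Amount: 3,000 cells per well; Dosing: single concentration; Medium: EGM-2 growth medium on 0.1% gelatin-coated wells; Read-out basis: percent E-selectin-positive cells; Signal: immunofluorescence imaging; Control set: TNF-alpha, DMSO.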
RAD52 inh: blocks human RAD52 DNA annealing. P43351. recombinant RAD52 DNA annealing, FRET fluorescence. inhibition, % at 18.7 µM. 360,000 compounds, 0.46% hits. AID 651710;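 active = every replicate showing at least 50% inhibition; inconclusive = mean inhibition at least 50% but not in every replicate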
ERp5 block: blocks human ERp5 reductase activity on insulin. Q15084. ERp5 insulin aggregation, absorbance 650 nm, 90 min. inhibition, % at 9.99 µM. 350,000 compounds, 0.05% hits;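 active = mean replicate inhibition above about 25%, with every replicate also reaching it, limit read from the data, passing the limit was not always enough; inconclusive = only one of those two criteria met; inactive = neither criterion met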
PglD DTNB: PglD (C. jejuni) enzyme inhibition. purified PglD enzyme, DTNB colorimetric CoA detection. inhibition, % at 12.5 µM. 360,000 compounds, 0.098% hits; in the data active = inhibition above about 16%, passing the limit was not always enough; inconclusive = no clear call, values can overlap the other calls; also: strong numbers were not always called active
Casp6 inh: caspase-6 (human) enzyme inhibition | 350,000 compounds, 0.53% hits | purified caspase-6, Z-VEID-R110 cleavage fluorescence | P55212 | inhibition, % at 12.5 µM;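 active = mean inhibition across replicates at least about 35%, with every replicate also reaching that limit, limit read from the data; inconclusive = only one of the two criteria met; inactive = neither criterion met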;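 also: 0% = median of neutral control wells and 100% = no fluorescence left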
Target sequence (P55212 24-179 limits assumed): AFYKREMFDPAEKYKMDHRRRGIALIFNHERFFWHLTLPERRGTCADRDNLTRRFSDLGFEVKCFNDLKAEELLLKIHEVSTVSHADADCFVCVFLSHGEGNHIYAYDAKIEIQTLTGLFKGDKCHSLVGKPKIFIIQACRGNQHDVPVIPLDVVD
Target sequence (P55212 194-293 limits assumed): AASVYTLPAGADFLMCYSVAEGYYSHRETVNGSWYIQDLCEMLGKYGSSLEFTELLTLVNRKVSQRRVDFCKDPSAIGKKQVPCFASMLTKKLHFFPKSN
ARNT TACC3 PPI: disrupts binding between human ARNT and TACC3. Q9Y6A5. AlphaScreen His-ARNT PAS-B/GST-TACC3 binding, luminescence; TACC3 fragment carries E629A point mutation. inhibition, % at 9.99 µM. 390,000 compounds, 0.66% hits;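 active = mean inhibition of replicates at least 50% and at least half of replicates each reaching 50%; inconclusive = half or more replicates reach 50% but mean below 50%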;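 also: 0% = complete ARNT plus TACC3 wells and 100% = ARNT alone without TACC3; many hits fall short of the cut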
esBAF inh: inhibitors of esBAF chromatin remodeling in mouse ES cells; Bmi1-luciferase knock-in reporter, 24 h; 100% = twice the neutral-well signal; reporter increase, % at 12.5 µM; 350,000 compounds, 2% hits; AID 602393; in the data active = activation above about 40%; inconclusive = no clear call, values can overlap the other calls;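 also: 0% = median of the plate's neutral control wells and 100% = double that signal; a rise in the Bmi1 reporter signal indicates esBAF inhibition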
RAD54 inh: RAD54 (human) branch migration inhibition | RAD54 Holliday junction branch migration, FAM/BHQ fluorescence | inhibition, % at 10.4 µM | 360,000 compounds, 0.14% hits;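 active = mean normalized replicate activity at least 40 and at least half of replicates scoring 40 or more; inconclusive = only one of the two criteria met; inactive = mean below 40 and under half of replicates reaching 40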;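 also: 0% = median of neutral control wells and 100% = median of positive control wells; inhibitors cause a drop in the FAM fluorescence signal; in these data hits start at about 50%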
Target sequence (Q92698 whole entry, looked up): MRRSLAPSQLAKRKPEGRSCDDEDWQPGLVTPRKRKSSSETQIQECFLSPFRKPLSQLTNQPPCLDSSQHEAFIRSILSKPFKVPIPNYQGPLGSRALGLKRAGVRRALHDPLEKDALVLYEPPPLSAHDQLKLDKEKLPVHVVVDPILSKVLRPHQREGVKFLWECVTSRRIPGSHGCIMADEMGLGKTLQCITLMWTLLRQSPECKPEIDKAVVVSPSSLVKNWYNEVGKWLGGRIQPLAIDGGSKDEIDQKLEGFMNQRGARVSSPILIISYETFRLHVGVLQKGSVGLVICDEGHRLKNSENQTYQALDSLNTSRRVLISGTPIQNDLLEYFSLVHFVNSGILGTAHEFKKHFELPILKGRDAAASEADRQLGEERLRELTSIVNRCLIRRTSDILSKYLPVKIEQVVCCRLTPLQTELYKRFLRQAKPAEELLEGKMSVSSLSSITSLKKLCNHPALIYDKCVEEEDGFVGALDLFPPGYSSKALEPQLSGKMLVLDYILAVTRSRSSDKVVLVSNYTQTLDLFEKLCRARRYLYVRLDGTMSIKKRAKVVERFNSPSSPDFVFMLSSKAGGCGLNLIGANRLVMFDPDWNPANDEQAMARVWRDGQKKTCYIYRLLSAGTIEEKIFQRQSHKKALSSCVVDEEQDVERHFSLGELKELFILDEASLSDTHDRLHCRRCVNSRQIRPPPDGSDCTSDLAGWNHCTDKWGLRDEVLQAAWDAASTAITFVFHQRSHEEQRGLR
* marks the source's active call; other numbers are inactive results; ? = inconclusive; · = no result given; & = joins results of further samples. Random draw from the library; overall some 3.2% were active at least once.

mol	RAD52 inh	ERp5 block	Casp6 inh	esBAF inh	E-sel inducer	ARNT TACC3 PPI	PglD DTNB	RAD54 inh
O=C(CCCCl)Nc1c2c(nn1-c1ccccc1)CSC2	-15	-10	-2	2	0.0	3	-3	1
O=C(CSc1nnc(-c2cccnc2)n1Cc1ccccc1)N1CCOCC1	-8	1	1	-12	·	1	·	·
CCC1(c2ccccc2)NC(=O)N(CC(=O)Nc2cccc(C#N)c2)C1=O (centres undefined)	·	·	·	-6	·	10	0	2
CCC1(c2ccc(Cl)cc2)NC(=O)N(CC(=O)NC2CCCC(C)C2C)C1=O (centres undefined)	-8	2	1	-16	-0.1	0	2	8
Cn1c(SCC(=O)Nc2cccc(O)c2)nnc1-c1ccc(S(=O)(=O)N2CCOCC2)cc1	·	·	·	3	·	0	0	2
CN1CCN(NC(=O)C23CC4CC(CC(C4)C2)C3)CC1	-17	-1	-2	·	0.3	·	·	·
COc1cccc(NC(=S)N/N=C2/CCCCc3ccccc32)c1	-21	3	-2	·	0.1	18	6	-3
CN(C(=O)c1ccc(=O)[nH]c1)C1(C(=O)NC2CCCCC2)CCCCC1	·	·	·	1	·	-2	2	0
COc1ccc(-c2nc3c(C)cc(Br)cn3c2Cc2ccc(C)cc2)cc1OC	-24	4	-4	-14	-1.0	·	9	-8
C[C@@H](NC(=O)C[C@@H]1C[C@@H]2c3cc(NC(=O)C4CCC4)ccc3O[C@@H]2[C@H](CO)O1)c1ccccc1	10	-2	1	2	-0.7	-10	4	6
O=C(c1ccc(-c2ccccc2)cc1)N1CCN(c2ccc3c(c2)C2CC3CCN2C(=O)OCc2ccccc2)CC1 (centres undefined)	-11	7	-2	21	-6.2	·	-6	6
CCCCn1c(-c2csc3c2CCC(C)C3)n[nH]c1=S (centres undefined)	·	·	·	14	·	-4	3	-1
CN(Cc1ccccc1)C(=O)C(=O)c1ccccc1	-11	-2	0	·	0.8	·	·	·
COc1ccc(OCC(=O)Nc2ccccc2OC)cc1	-9	-2	0	10	·	-7	-2	7
CCCCn1c(=O)c(CCC(=O)OCC(=O)Nc2cc(Cl)ccc2OC)nc2ccccc21	·	·	·	5	·	-5	1	-11
CC(=O)OCCN1C(=O)c2cccnc2C1=O	·	·	·	-2	·	23	1	6
CC(C)C(NS(=O)(=O)c1ccc2c(c1)oc(=O)n2C)C(=O)N1CCN(C2CCCCC2)CC1 (centres undefined)	·	·	·	0	·	-5	0	-12
CCOC(=O)N/N=C\c1ccc(C)s1	-4	-1	2	·	·	-14	1	-3
C=CCNC(=O)CN1C(=O)NC(C)(c2ccc(OC)cc2)C1=O (centres undefined)	-7	4	4	-1	18	4	7	6
COC(=O)NCN1C(=O)C2C3C=CC(C3)C2C1=O (centres undefined)	-3	-5	0	·	-0.1	-3	·	·
O=C(CCN1CCN(c2ccccc2)CC1)Nc1cccc(Br)c1	-3	1	-1	-2	·	7	-1	-10
CCOC(=O)C1=C(C)NC(C)=C(C(=O)OCC)C1C(=O)OCC(=O)N1CCOCC1	-8	-6	4	4	-0.1	2	0	-1
CCOn1c(=O)c(-c2ccc(OC)cc2)[n+]([O-])c2ccccc21	·	·	·	36	·	1	4	7
O=C(CCc1ccccc1)Nc1nnc(-c2ccc3c(c2)CCCC3)o1	-10	-6	-1	-18	-0.2	-4	-5	3
Cc1nn(C)c(C(=O)N/N=C/c2cccnc2)c1Cl	-8	12	-5	·	-0.1	-7	0	0
CC1CCCCC1NC(=O)c1cn(C)c2ccc(S(=O)(=O)N3CCOCC3)cc2c1=O (centres undefined)	-22	-9	3	1	-0.1	-6	-8	8
O=C(CN1CCN(S(=O)(=O)c2cccs2)CC1)NCC1CCCCC1	-15	-7	-2	0	·	-1	5	7
C[C@@H]1CN([C@H](C)CO)C(=O)Cc2cc(NC(=O)CCCN(C)C)ccc2O[C@H]1CN(C)S(=O)(=O)c1cccs1	·	·	·	2	-9.4	2	-3	4
O=C(O)/C=C/C(=O)Nc1cccc2c1-c1ccccc1C2=O	-18	1	5	·	-0.3	-2	·	·
CC(C)c1ccc(NC(=O)C2C3C=CC4(O3)C2C(=O)N(CCN2CCOCC2)C4C(=O)NC2CCCCC2)cc1 (centres undefined)	-5	1	-68	-1	·	-1	1	-3
COC(=O)Nc1ccc(S(=O)(=O)NC2CCCCC2)cc1	4	2	1	·	0.9	-3	-9	4
COC(=O)c1ccc(CN2CC(=O)N3[C@H](C2)[C@@H](c2ccc(-c4ccccc4F)cc2)[C@@H]3CO)cc1	2	-1	0	·	0.0	·	·	·
O=C(Nc1cccc(F)c1)N1CC(=O)N2[C@H](CO)[C@@H](c3ccc(C#CC4CC4)cc3)[C@H]2C1	-17	0	0	·	-0.5	·	·	·
C[C@@H]1CN([C@H](C)CO)C(=O)c2cc(-c3cccnc3)cnc2O[C@@H]1CN(C)C(=O)C1CCOCC1	7	-1	0	-5	-0.1	-8	2	-2
CN(C(=O)CSCC(=O)O)C1CCCCC1	-19	1	0	·	3.7	-11	-1	5
CO[C@@H]1CN(C)C(=O)c2ccc(NC(=O)c3ccc4c(c3)OCO4)cc2OC[C@@H](C)N(CC2CC2)C[C@H]1C	6	2	-2	-2	0.0	-4	-1	-2
CCCNC(=O)N[C@H]1CC[C@H](CCn2cc(C3CC3)nn2)O[C@@H]1CO	6	-14	6	-3	-0.3	-4	2	-8
C[C@H](CO)N1C[C@H](C)[C@H](CN(C)C(=O)Nc2ccccc2)Oc2ncc(-c3ccc(F)cc3)cc2C1=O	1	-1	2	-17	0.2	4	-3	-2
O=C(COc1ccccc1Cl)NCc1ccccc1	-4	2	0	?	0.3	-2	5	-22
C[C@H]1CN([C@@H](C)CO)C(=O)c2cc(NC(=O)CCC(F)(F)F)ccc2O[C@@H]1CN(C)C	4	7	-1	0	·	-5	1	2
O=C(NCc1cccs1)C1CCCN1C(=O)Nc1ccccc1 (centres undefined)	·	·	·	-2	·	-7	1	16
COc1ccc(OC)c(-c2csc(NC(=O)Cc3ccc(F)cc3)n2)c1	-28	-3	0	13	·	15	2	-19
O=S(c1ccc2ccccc2c1)c1cnns1 (centres undefined)	·	·	·	36	·	-2	-8	-2
CC(C)c1nnc(NC(=O)C2CCCN2C(=O)Nc2ccccc2[N+](=O)[O-])s1 (centres undefined)	-15	-4	1	-4	·	2	2	8
CCCN(CCC)CCCNC(=S)Nc1ccc2nc(N3CCN(CC)CC3)cc(C)c2c1	97*	-4	-62	·	13	16	·	·
Nc1ncnc2c1ncn2[C@@H]1O[C@H](CNC(=O)[C@@H](N)C2CCCCC2)[C@@H](O)[C@H]1O	-32	3	-1	4	1.6	0	2	1
O=C(Cn1cnc2c(nnn2Cc2ccccc2)c1=O)N1CCCc2ccccc21	-11	0	-3	3	-0.3	-4	-7	-7
COc1ccc(C)c2sc(=NC(=O)c3cccc(N4C(=O)CCC4=O)c3)n(C)c12	5	?	3	76*	·	17	·	·
S=C(Nc1ccc2c(c1)OCO2)Nc1ccc2c(c1)OCO2	-11	-2	15	51*	0.1	2	·	·
Cc1ccc(/C=N\NC(=O)C2CC(=O)N(c3ccccc3)C2)o1 (centres undefined)	-18	6	3	·	0.5	0	3	-3

Remaining list, next part.
mol	RAD52 inh	ERp5 block	Casp6 inh	esBAF inh	E-sel inducer	ARNT TACC3 PPI	PglD DTNB	RAD54 inh
CCn1c(CC(=O)Nc2ccccc2)nnc1SCC(=O)Nc1nncs1	-3	3	1	7	·	-2	2	-15
C[C@@H]1CN([C@@H](C)CO)C(=O)c2cc(-c3ccccc3F)cnc2O[C@H]1CN(C)Cc1cccc(C(=O)O)c1	3	-1	4	-5	0.0	·	0	-4
CCc1nc(NCCN2CCOCC2)c2oc3ccccc3c2n1	·	·	·	2	·	-4	0	-2
O=C(O)c1ccc2c(c1)C(=O)N(CCc1ccccc1)C2=O	-10	0	-2	-4	0.4	-4	-7	-4
CCCC#Cc1cnc2c(c1)C(=O)N([C@@H](C)CO)C[C@@H](C)[C@H](CN(C)C(=O)Nc1cc(F)ccc1F)O2	0	-3	1	7	1.5	-2	-2	6
O=C(O)c1nn(CC(=O)N2CCN(S(=O)(=O)c3ccc(Cl)cc3)CC2)c(=O)c2ccccc12	-14	1	2	4	-0.1	-3	1	-2
Cc1cc(C)n2nc(C(=O)OCC(=O)NCc3ccccc3)nc2n1	-6	6	2	1	·	-2	-4	4
Cc1nc(Cl)c2c(n1)NC1=C(O2)C(=O)CCC1	-174	2	2	·	-0.2	4	·	·
COC(=O)C[C@H]1C[C@@H]2c3cc(NC(=O)CN(C)C)ccc3O[C@@H]2[C@H](CO)O1	10&-3	4&1	-5&2	-5	0.6&-0.2	·	6	-15
Cc1ccc(NC(=O)CNc2ccccc2CN(C)C2CCCCC2)cc1	12	-2	1	·	·	8	·	·
C[C@@H]1CN([C@@H](C)CO)C(=O)c2cc(NS(=O)(=O)c3cn(C)cn3)ccc2O[C@@H]1CN(C)Cc1ccc(Cl)c(Cl)c1	-1	1	1	-4	-2.7	-3	0	-5
CC(=O)NC1C2CN3CCN(C2)CC1(Cc1ccccc1)C3 (centres undefined)	·	·	·	0	·	0	1	3
N#Cc1c(NC(=O)CSc2nnc(-c3ccncc3)n2CC2CCCO2)sc2c1CCCC2 (centres undefined)	·	·	·	-3	·	-9	-7	7
CC(C)=CC(=O)OCC(=O)Nc1cc(C)ccc1C	-15	-1	4	·	0.3	-4	·	·
O=C1CCC(C(=O)N2CCCO2)CN1Cc1cccc(C(F)(F)F)c1 (centres undefined)	-16	3	0	·	-1.7	-5	1	7
C[C@@H]1CCCCO[C@@H](CN(C)Cc2ccc(C(F)(F)F)cc2)[C@@H](C)CN([C@@H](C)CO)C(=O)c2cc(NC(=O)Nc3ccc4c(c3)OCO4)ccc2O1	7	0	-3	-1	0.2	-2	9	0
COc1cc(-c2nc3ccccn3c2/N=C/c2cc(OC)c(O)cc2Cl)ccc1O	-5	3	11	·	·	7	·	·
NC(=O)c1ccsc1NC(=O)COc1ccccc1	-41	-8	11	65*	·	9	6	-1
O=C(O)C1CCCN1S(=O)(=O)c1cccc2nsnc12 (centres undefined)	-17	2	-1	·	·	-3	·	·
COC(=O)C[C@@H]1CC[C@H]2[C@H](COc3ccc(NC(=O)c4cc(F)cc(F)c4)cc3C(=O)N2C)O1	·	·	·	8	?	-5	2	1
O=C(C[C@@H]1CC[C@@H]2[C@H](COC[C@H](O)CN2Cc2nccs2)O1)NCc1ccc(Oc2ccccc2)cc1	-2	-2	4	8	-0.1	-1	-1	-2
COc1ccccc1NC(=O)N1CCCC1C(=O)NCc1ccc2c(c1)OCO2 (centres undefined)	·	·	·	0	·	-8	-1	-2
C[C@H](CO)N1C[C@H](C)[C@H](CN(C)C(=O)Nc2ccc(F)cc2)Oc2ccc(NC(=O)Nc3ccc4c(c3)OCO4)cc2C1=O	·	·	·	0	0.1	15	-2	-2
Cc1ccc(S(=O)(=O)NCC(C)n2cncn2)cc1C (centres undefined)	-6	2	5	-9	0.5	-39	3	-8
